High-throughput results as filed in PubChem BioAssay.
IEC-6 tox – IEC-6 cytotoxicity, counter-screen for KLF5 inhibitors; luminescence viability; inhibition, % at 5 µM; hit rate 0.78% among 290,000; in the data active means inhibition above about 22%;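 further: 0% = plate median of test compound wells and 100% = cytotoxic reference compound wells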
TRPC6 inhibitor – inhibitors of mouse TRPC6 channel; HEK293-TRPC6, membrane potential dye, ACh-evoked depolarization; active compounds read low; B-score at 10 µM; hit rate 1.1% among 310,000; AID 2553;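 active means B-score under library mean minus 3 SD, initial fluorescence not abnormally high, positive integrated signal ratio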;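 further: B-score derived from integrated fluorescence ratio over the kinetic read; more negative B-score means stronger inhibition of depolarization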
SKKanGAS inh – blocks kanamycin growth of S. pyogenes SKKanGAS strain. inhibition, % at 7.5 µM. hit rate 1.3% among 300,000. BacTiter-Glo, 6 h;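 active means mean replicate score, as percent of positive control median, at least 50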;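 further: strain carries kanamycin resistance gene driven by streptokinase promoter and grows in 40 µg/ml kanamycin; loss of luminescence reflects streptokinase promoter inhibition or plain growth inhibition; 0% = median of DMSO wells and 100% = positive control at its reference dose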
MrgX1 antagonist – antagonists of human MrgX1 receptor | Q96LB2 | MRGX1-HEK293 calcium flux, Fluo-4, BAM8-22 antagonism; active compounds read low | B-score at 10 µM | hit rate 1.3% among 310,000 | AID 588676;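 active means calcium-response B-score plate-corrected more than 3 library SD below zero, starting fluorescence within 5 deviations, no agonist response on first addition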;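 further: peak minus trough fluorescence over baseline after final BAM8-22 challenge near maximal dose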
Target sequence (Q96LB2 whole entry, looked up): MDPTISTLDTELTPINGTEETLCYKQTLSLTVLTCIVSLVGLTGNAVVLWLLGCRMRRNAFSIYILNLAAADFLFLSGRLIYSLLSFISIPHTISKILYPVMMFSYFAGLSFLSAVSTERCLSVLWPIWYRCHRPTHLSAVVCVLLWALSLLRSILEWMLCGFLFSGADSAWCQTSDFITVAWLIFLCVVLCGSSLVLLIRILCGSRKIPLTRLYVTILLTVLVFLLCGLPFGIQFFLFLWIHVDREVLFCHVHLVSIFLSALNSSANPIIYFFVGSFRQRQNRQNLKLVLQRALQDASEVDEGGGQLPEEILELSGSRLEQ
TRPC4 act – activators of mouse TRPC4 channel. B-score at 10 µM. AID 2237. HEK293 TRPC4beta/mu-opioid, Fluo4 calcium fluorescence; active compounds read high. hit rate 0.49% among 310,000;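 active means B-score above 5 SD of library B-scores, and initial fluorescence ratio not above library mean plus 5 SD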;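 further: positive B-score marks a calcium rise read as TRPC4 activation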
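Assay system: HEK293 stable line with TRPC4beta plus mu-opioid receptor; schedule: 45 min room-temperature Fluo4 loading, 110 s read; technique: kinetic Fluo4 calcium fluorescence; evaluation: integrated baseline-normalised fluorescence ratio, converted to per-well B score; controls: buffer (low) and maximal DAMGO (high)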
TRPC4 block – inhibitors of mouse TRPC4 channel. hit rate 0.39% among 300,000. Q9QUQ5. AID 2247. B-score at 10 µM. HEK293 TRPC4beta/mu-opioid, DAMGO-evoked Fluo4 calcium flux; active compounds read low;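 active means B-score over 3 SD under the library average, no early fluorescence shift, positive overall ratio signal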
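Assay system: HEK293 cells with stable TRPC4beta plus mu-opioid receptor expression. Dosing: single dose. Measured by: Fluo4 Ca2+ flux fluorescence. Also added: DAMGO in two steps, submaximal then maximal. Read-out: B score from integrated Fluo4 fluorescence ratio.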
aSyn 5UTR inh – MLPCN primary screen, SNCA 5' untranslated region; inhibition, % (tested at 7.5 µM); AID 1813; hit rate 0.82% among 300,000; alpha-synuclein 5'UTR reporter, inhibitor activity; in the data active means inhibition above about 60%;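 further: H4 neuroglioblastoma cells stably carrying SNCA 5'UTR luciferase fusion; 0% = DMSO wells and 100% = positive control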
KLF5 inh – suppresses KLF5 promoter-driven expression; inhibition, % at 5 µM; DLD-1 KLF5 promoter-luciferase reporter, luminescence; AID 1700; hit rate 0.23% among 290,000;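 active means inhibition above a per-plate limit of that plate's mean compound inhibition plus 3 SD, cut at about 60% in these data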;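 further: 0% = DMSO wells and 100% = LY294002 at 200 µM; higher means less KLF5 promoter-driven luciferase light; inactives centre near -14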
TRPC6 activator – activates the mouse TRPC6 cation channel; HEK293-TRPC6 membrane potential dye fluorescence; active compounds read high; B-score at 10 µM; Q61143; hit rate 0.13% among 310,000;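 active means B-score of the integrated fluorescence ratio above library mean plus 3 SD, and starting fluorescence ratio within library mean plus 5 SD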;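 further: higher score means more depolarization so channel activation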
TRPC4 PAM – allosteric potentiators of mouse TRPC4 channel. AID 2227. B-score at 10 µM. Q9QUQ5. HEK293 TRPC4beta/mu-opioid, DAMGO EC20, Fluo-4 Ca2+ flux; active compounds read high. hit rate 0.42% among 310,000;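 active means B-score of calcium response area above 5 SD of library B-scores, with initial fluorescence ratio within 5 SD of library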;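 further: B-score of integrated fluorescence ratio over time as area under calcium response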
HIF act – HIF pathway transcriptional activation; U2OS HRE-luciferase reporter, luminescence; normalized: DMSO 0%, desferrioxamine 100%; AID 1910; hit rate 0.32% among 300,000; activation, % at 7.5 µM (by protocol);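 active means mean activation of at least 10% of the iron chelator positive control signal, with at least half of replicates also reaching 10%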
Numbers without * were called inactive; i = inactive; x = not tested or not shown.

mol,TRPC4 block,aSyn 5UTR inh,TRPC6 inhibitor,SKKanGAS inh,TRPC4 PAM,KLF5 inh,MrgX1 antagonist,TRPC6 activator,IEC-6 tox,HIF act,TRPC4 act
CN(CC(=O)Nc1ccccc1Br)C(=O)CCc1nc2ccccc2c(=O)[nH]1,i,10,i,-14,i,x,i,i,x,-0.9,i
Cc1nc2sc(C(c3ccc(Cl)cc3)N3CCN(CCO)CC3)c(O)n2n1 (stereo not drawn),i,16,i,-5,i,x,i,i,x,-0.3,i
Cc1cc(C)c2nc(NC(=O)CN3C(=O)NC4(CCCC4)C3=O)sc2c1,i,30,i,-9,i,x,i,i,x,0.0,i
Cn1ncc(Br)c1N1C(=O)CCC1=O,i,3,i,4,i,-10,i,i,2,-0.4,i
FC(F)(F)c1cccc(N2CCN(c3ccc4nnc(-c5ccccc5)n4n3)CC2)c1,i,23,i,-7,i,10,i,i,4,-0.4,i
O=C(NNC(=O)c1ccccc1[N+](=O)[O-])c1ccc(NC(=O)c2ccccc2)cc1,i,-17,i,-4,i,-16,i,i,-4,-0.3,i
COc1ccc(NC(=O)c2csc(Cc3ccccc3)n2)cc1,i,-110,i,0,i,-50,i,i,4,4.7,i
CNC(=O)CN(C1CCCCC1)S(=O)(=O)c1ccc(OC)c(Cl)c1,i,-5,i,5,i,3,i,i,8,0.1,i
Cc1ccc(OCc2cc(C(=O)N3CCN(C4CCCCC4)CC3)no2)cc1C,i,-62,i,3,i,-11,i,i,0,1.7,i
CC1CC(C)CN(S(=O)(=O)c2ccc(C(=O)Nc3nnc(C4CC4)o3)cc2)C1 (stereo not drawn),i,35,i,68*,i,9,i,i,8,0.1,i
COc1ccc(CCC(=O)N/N=C\c2cccs2)cc1,i,-7,i,13,i,-6,i,i,4,-0.3,i
CC(=O)Nc1ccc(NC(=O)CSc2nnc3ccc(-c4ccc(F)cc4)nn23)cc1,i,20,i,-5,i,-53,i,i,3,-0.1,i

The list goes on; it opens with the 4 that closed the last part.
mol,TRPC4 block,aSyn 5UTR inh,TRPC6 inhibitor,SKKanGAS inh,TRPC4 PAM,KLF5 inh,MrgX1 antagonist,TRPC6 activator,IEC-6 tox,HIF act,TRPC4 act
Cc1ccc(OCc2cc(C(=O)N3CCN(C4CCCCC4)CC3)no2)cc1C,i,-62,i,3,i,-11,i,i,0,1.7,i
CC1CC(C)CN(S(=O)(=O)c2ccc(C(=O)Nc3nnc(C4CC4)o3)cc2)C1 (stereo not drawn),i,35,i,68*,i,9,i,i,8,0.1,i
COc1ccc(CCC(=O)N/N=C\c2cccs2)cc1,i,-7,i,13,i,-6,i,i,4,-0.3,i
CC(=O)Nc1ccc(NC(=O)CSc2nnc3ccc(-c4ccc(F)cc4)nn23)cc1,i,20,i,-5,i,-53,i,i,3,-0.1,i
Cc1ccc2c(C(=O)CCl)c(C)[nH]c2c1,i,5,i,-12,i,-15,i,i,2,1.7,i
COc1cccc(/C=N/Nc2nn3cnnc3c3ccccc23)c1O,i,-9,i,23,i,-29,i,i,3,2.2,i
O=C(Nc1ccc(Cl)c(Cl)c1)N1CC=C(c2ccccc2)CC1,i,-66,i,58*,i,-26,i,i,-6,-35,i
CCCc1cc(=O)oc2cc(OCC(=O)NCCCN3CCOCC3)ccc12,i,9,i,-9,i,-12,i,i,5,0.6,i
Cc1nccn1CCC(=O)O,i,10,i,6,i,-3,i,i,-6,0.1,i
CCOC(=O)CN1CC23C=CC(O2)C(C(=O)N2CCN(c4ccc(F)cc4)CC2)C3C1=O (stereo not drawn),i,9,i,-1,i,-37,i,i,-3,-0.2,i
CCOC(=O)N1CCN(S(=O)(=O)c2c(C)cc(C)cc2C)CC1,i,10,i,-13,i,-39,i,i,0,-0.3,i
COc1ccccc1-n1ccnc1SCC(=O)NC1CCCC1,i,9,i,-1,i,-8,i,i,-1,-0.3,i
CC(C)C(NS(=O)(=O)c1cccc2nsnc12)C(=O)Nc1nccs1 (stereo not drawn),i,-4,i,4,i,-30,i,i,-4,-0.1,i
CCOc1ccc(NC(=O)CN(c2ccc([N+](=O)[O-])cc2)S(=O)(=O)c2ccccc2)cc1,i,8,i,16,i,3,-5.4*,i,-3,0.0,i
OCCSc1nnc(Nc2ccccc2)s1,i,-47,i,5,i,-60,i,i,-2,0.7,i
COCCOC(=O)c1c(C)n(C)c2ccc(OC(=O)N3CCOCC3)cc12,i,3,i,-6,i,-6,i,i,-2,-0.7,i
O=C(COn1nnc2ccc(Cl)cc21)Nc1ccc(F)cc1,i,6,i,13,i,-32,i,i,-3,0.0,i
CCNc1nc(NCC)nc(SCCOC(=O)COc2ccc(Cl)cc2Cl)n1,i,0,i,1,i,-13,i,i,-4,x,i
O=C1NCCCc2c1oc1ccc(O)cc21,i,-29,i,1,i,0,i,i,2,0.3,i
CC(C)[C@H](NC(=O)OCc1ccccc1)C(=O)OCC(=O)Nc1ccc(N2CCOCC2)cc1,i,-16,i,-3,i,x,i,i,x,-2.6,i
CC(C)CCNC(=O)c1ccc(NC(=O)C2=CSCCO2)cc1,i,16,i,-10,i,-24,i,i,-1,0.1,i
O=C1CC(c2ccco2)Cc2nc(Nc3nc(-c4ccccc4)c4ccccc4n3)ncc21 (stereo not drawn),i,15,i,-4,i,-11,i,i,-9,-0.4,i
CCN(CC)CCN(C)Cc1ccc(Br)cc1,i,-4,i,0,i,-8,i,i,0,-0.4,i
C/C(=N\NC(=O)CCCC(=O)O)c1c(-c2ccccc2)c2cc(Cl)ccc2[nH]c1=O,i,12,i,-19,i,-8,i,i,1,-0.1,i
O=C1C(=O)N(CCO)C(c2ccc(Br)cc2)/C1=C(\O)c1ccccc1 (stereo not drawn),i,5,i,-4,i,-42,i,i,-6,0.8,i
Cc1ccc(C2SCC(C(=O)O)N2C(=O)c2ccc(F)cc2)cc1 (stereo not drawn),i,-28,i,-8,i,-8,i,i,2,0.0,i
COC(=O)c1ccc(CSc2nnc(NC(=O)C3CCCO3)s2)cc1 (stereo not drawn),i,3,i,12,i,-35,i,i,-1,0.1,i
O=C(Nc1ccc(F)c(F)c1)c1ccc(F)c(S(=O)(=O)N2CCOCC2)c1,i,-23,i,-5,i,7,i,i,1,0.0,i
O=C(c1ccc(Br)cc1)N1CCCc2ccccc21,i,9,i,6,i,-17,i,i,-1,0.5,i
CCOC(=O)c1ccc(NC(=O)Cn2nnc(-c3ccccc3F)n2)cc1,i,16,i,0,i,1,i,i,1,-0.2,i
COCCn1nnnc1C(C(C)C)N1CCN(C(=O)c2ccco2)CC1 (stereo not drawn),i,11,i,4,i,-17,i,i,5,-0.6,i
CCN(CC(=O)Nc1ccc2c(c1)OCO2)S(=O)(=O)c1ccccc1,i,5,i,2,i,-33,i,i,-2,-0.1,i
O=C(OCCC1Oc2cccnc2NC1=O)c1ccc(Cl)cc1 (stereo not drawn),i,3,i,-3,i,-6,i,i,-8,-0.6,i
Cc1ccc(S(=O)(=O)N2CCC(C(=O)NNC(=O)c3ccccc3O)CC2)cc1,i,-2,i,0,i,x,i,i,x,1.1,i
O=C(CCCN1C(=O)S/C(=C\C=C\c2ccccc2)C1=O)Nc1ccc(O)cc1,i,-126,i,33,i,-57,i,i,-1,3.5,i
N/C(COc1ncn(-c2ccccc2)n1)=N\S(=O)(=O)c1ccc(Cl)cc1Cl,i,16,i,1,i,-15,i,i,7,-0.3,i
O=C(Nc1nnc(-c2ccc3c(c2)OCCO3)o1)c1ccc(Cc2ccccc2)cc1,i,12,i,102*,i,-38,i,i,-9,-0.1,i
CCN1CCN(c2ccc(S(=O)(=O)N3CCCCC3)cc2NC(=O)Cc2ccc(OC)cc2)CC1,i,13,i,1,i,-16,i,i,3,-0.3,63*
CCN=C(Nc1ccc(Cl)cc1)c1cccnc1,i,4,i,9,i,-48,i,i,3,0.1,i
Cc1cccc(NC(=O)N(Cc2cc3cc(C)ccc3[nH]c2=O)CC2COCCO2)c1 (stereo not drawn),i,11,i,3,i,9,i,i,7,-7.5,i
O=C(C1=C[C@@H]2[C@H]3C(=O)N(c4ccccc4Cl)C(=O)[C@H]3[C@@H](C(=O)c3ccc(Cl)cc3)N2C=C1)c1ccccc1,i,-24,i,4,i,-1,i,i,-4,-0.6,i
Cn1c(=O)c(C#N)c(-c2ccc(F)cc2)c2cc(C(=O)c3cc(Cl)cc(Cl)c3O)cnc21,i,-1,-9.4*,99*,i,-15,i,i,-2,-0.5,i
CCn1c(SC)nc2c(c1=O)SC(C)C2 (stereo not drawn),i,24,i,7,i,-40,i,i,0,-0.4,i
CCN(CC)S(=O)(=O)c1ccc(N2CCCC2)c(NC(=O)c2ccncc2)c1,i,-2,i,-12,i,-19,i,i,-3,0.1,i
COCCNC(=O)C(=O)N/N=C(\C)CC(=O)Nc1ccc(Cl)cc1Cl,i,12,i,-9,i,13,-6.4*,i,5,-0.7,i
CCOc1ccc(-c2ccc3nnc(SCC(=O)NCC4CCCO4)n3n2)cc1 (stereo not drawn),i,3,i,15,i,x,i,i,x,-0.2,i
CCOc1ccc(/C=N/n2c(C)nc3ccccc3c2=O)cc1,i,-67,i,2,i,-41,i,i,-4,-6.6,i
Cc1ccc(-c2nc(Nc3cccc(C)c3)sc2CC(=O)O)cc1,i,-143,i,7,i,-74,i,i,-1,4.6,i
COc1cc(C=O)cc(Cl)c1OC(=O)N1CCOCC1,i,-1,i,-2,i,-20,i,i,2,-18,i
O=C(c1cccc(S(=O)(=O)N2CCCCC2)c1)N1CCc2ccccc21,i,16,i,6,i,-32,i,i,-4,-0.1,i
O=C(CCCn1cnc([N+](=O)[O-])n1)Nc1cccc2ccccc12,i,16,i,4,i,-45,i,i,2,0.1,i
CC(C)OCCCNC(=O)C1CC(=O)N(CCc2ccc(F)cc2)C1 (stereo not drawn),i,10,i,-2,i,-8,i,i,-1,-1.3,i
CCn1c(CNc2ccc(F)cc2)nnc1SCC#N,i,-25,i,4,i,-20,i,i,3,-0.3,i
